Mtb BioA inh = BioA (M. tuberculosis) enzyme inhibition; actives 0.096% (n = 360,000); inhibition, % at 9.99 µM; purified M. tuberculosis BioA enzyme, plate reader; in the data active = inhibition above about 40%
GDH-TPI inh = inhibits GDH-TPI coupling enzymes, artifact for Mtb FBA screen. GDH-TPI coupled enzyme counterscreen, NADH absorbance. inhibition, % at 4.8 µM. actives 1.2% (n = 360,000). AID 588335;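 also: 0% = DMSO wells and 100% = wells lacking the enzyme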
Mtb FBA inh = inhibitors of M. tuberculosis fructose-bisphosphate aldolase; P9WQA3; AID 588726; purified M. tuberculosis FBA, fluorescence read-out; actives 2.3% (n = 360,000); inhibition, % at 1 µM; in the data active = inhibition above about 27%;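 also: 0% = vehicle and 100% = reference inhibitor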
Target sequence (P9WQA3 whole entry, looked up): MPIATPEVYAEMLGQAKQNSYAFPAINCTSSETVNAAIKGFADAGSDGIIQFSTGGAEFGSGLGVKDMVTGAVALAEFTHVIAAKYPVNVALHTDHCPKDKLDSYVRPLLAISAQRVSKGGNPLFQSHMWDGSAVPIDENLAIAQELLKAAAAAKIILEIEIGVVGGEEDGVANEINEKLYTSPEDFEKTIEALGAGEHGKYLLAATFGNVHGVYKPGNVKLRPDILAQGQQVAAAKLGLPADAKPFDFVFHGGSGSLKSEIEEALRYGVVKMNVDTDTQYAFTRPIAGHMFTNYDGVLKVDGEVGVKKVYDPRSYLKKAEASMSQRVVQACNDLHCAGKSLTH
DUSP3 inh = inhibitors of human VHR1 phosphatase (DUSP3). AID 1654. inhibition, % at 13.3 µM. P51452. actives 0.52% (n = 290,000). recombinant VHR phosphatase, pNPP absorbance; in the data active = inhibition above about 50%; also: some compounds called inactive have numbers as strong as hits
Target sequence (P51452 whole entry, looked up): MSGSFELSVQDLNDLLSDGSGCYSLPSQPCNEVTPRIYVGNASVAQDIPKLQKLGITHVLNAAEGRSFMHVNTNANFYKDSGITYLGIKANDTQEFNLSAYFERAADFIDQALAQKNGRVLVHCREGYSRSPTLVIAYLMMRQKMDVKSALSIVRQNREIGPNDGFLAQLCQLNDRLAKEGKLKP
FadD28 FP inh = inhibitors of Mycobacterium tuberculosis FadD28 bisubstrate binding | FadD28 bisubstrate probe binding, fluorescence polarization | inhibition, % at 12.5 µM | AID 588549 | actives 0.22% (n = 360,000); in the data active = inhibition above about 8.5%, passing the limit was not always enough
Rv3671c inh = inhibits the M. tuberculosis serine protease Rv3671c; inhibition, % at 5.96 µM; actives 0.048% (n = 320,000); P9WHR9; in the data active = inhibition above about 38%;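 also: extracellular domain of Rv3671c used as enzyme; 0% = enzyme with DMSO and 100% = no enzyme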
Target sequence (P9WHR9 whole entry, looked up, the tested form may be a part): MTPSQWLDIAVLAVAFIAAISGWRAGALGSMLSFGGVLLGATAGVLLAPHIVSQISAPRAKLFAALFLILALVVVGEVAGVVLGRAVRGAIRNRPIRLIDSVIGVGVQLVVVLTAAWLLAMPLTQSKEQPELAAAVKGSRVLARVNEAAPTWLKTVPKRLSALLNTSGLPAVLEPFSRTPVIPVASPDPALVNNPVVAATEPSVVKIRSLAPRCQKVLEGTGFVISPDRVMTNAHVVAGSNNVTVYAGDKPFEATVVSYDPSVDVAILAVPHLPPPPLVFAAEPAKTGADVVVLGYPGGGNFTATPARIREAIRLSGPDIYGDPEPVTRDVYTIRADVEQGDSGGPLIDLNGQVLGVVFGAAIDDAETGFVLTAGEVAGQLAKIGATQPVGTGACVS
BoNT F protease = inhibitors of Botulinum neurotoxin F light chain protease. Multiplex microsphere protease cleavage assay, flow cytometry. inhibition, % at 10 µM. actives 0.22% (n = 360,000). AID 588497; in the data active = inhibition above about 35%, passing the limit was not always enough; also: plate controls were buffer without enzyme for full effect and enzyme alone for no effect
MazEF act = increases E. coli MazEF RNase cleavage of RNA | actives 0.32% (n = 350,000) | P0AE70 | AID 504720 | FAM/BHQ RNA-DNA oligo cleavage fluorescence, 5 h | activation, % at 20 µM; in the data active = activation above about 50%
Target sequence (P0AE70 whole entry, looked up): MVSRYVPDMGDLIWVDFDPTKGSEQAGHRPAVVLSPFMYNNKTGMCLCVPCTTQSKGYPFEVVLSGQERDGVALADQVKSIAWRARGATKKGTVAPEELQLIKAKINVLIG
Mtb UGM inh = inhibitors of M. tuberculosis UDP-galactopyranose mutase. actives 0.06% (n = 320,000). inhibition, % at 10 µM. purified UGM, fluorescence polarization probe displacement. P9WIQ1. AID 504406; in the data active = inhibition above about 10%, passing the limit was not always enough
CCHFV vOTU inh = blocks the CCHF virus ovarian tumor domain protease; CCHFV vOTU protease, Pep-AMC fluorescence; inhibition, % at 11.5 µM; actives 0.55% (n = 370,000); AID 651958; also: 0% = vehicle wells with enzyme and 100% = no enzyme wells
Starred values were filed as active, the others as inactive; / = not tested or not shown. Rule as the data show it, unless noted: active = inhibition above about 30%; inactive = the rest. Hits appear at their usual frequency (roughly 4.9% active in at least one column).

SMILES	Mtb BioA inh	GDH-TPI inh	Mtb FBA inh	DUSP3 inh	FadD28 FP inh	Rv3671c inh	BoNT F protease	MazEF act	Mtb UGM inh	CCHFV vOTU inh
Cn1cccc1Cc1nnc(SCC(=O)Nc2ccccc2F)n1CCc1ccccc1	0.6	5.9	1.8	25.2	-0.5	4.2	-14.0	2.1	-0.5	-1.7
Cc1ccc(S(=O)(=O)N(C)C)cc1NC(=O)CCNC(=O)c1ccccc1Cl	0.1	0.8	3.6	-6.1	-1.6	3.3	0.5	-1.0	1.2	-4.8
Cc1nn(Cc2ccc(C(=O)O)o2)c(C)c1[N+](=O)[O-]	/	4.4	0.5	14.7	-2.0	10.1	-7.9	-5.7	1.0	3.3
CCC1CCCCN1C(=O)Cn1c(C(=O)OC)cc2ccsc21 (stereo not given)	0.3	2.8	0.8	9.7	-0.8	4.7	4.1	4.6	-0.9	-5.7
O=C(NCC1CCCO1)c1ccc2c(c1)OCO2 (stereo not given)	-0.3	-4.1	3.7	-10.1	-0.1	-0.6	0.3	4.2	-3.2	-16.5
O=C(NC1CC2CCCC(C1)N2C(=O)NC1CCCCC1)c1ccccc1 (stereo not given)	-0.7	5.3	1.2	35.8	-3.4	-5.9	-5.7	8.4	-0.8	-20.5
Cn1nnc(NC(=S)NC(=O)c2cccc3c(Br)cccc23)n1	-1.0	4.5	5.7	5.7	0.2	-1.8	0.7	10.1	0.9	-0.3
C=CCn1cc(CN2CCC(C(=O)Nc3cccc(-c4cccc(F)c4)c3)CC2)c(C)n1	0.2	0.0	1.1	20.2	-4.1	-3.5	-6.9	1.4	-0.1	10.4
O=C(Cn1ncc2c(=O)oc3ccccc3c21)NCc1cccnc1	/	-0.9	1.0	-8.7	-4.0	5.9	-2.9	0.1	-1.2	-6.0
Cc1ccc(-c2cc3cccc[n+]3cc2-c2ccc(C)cc2)cc1	5.0	21.1	40.4*	5.0	-3.0	-0.2	10.9	26.3	0.0	-26.8
Cc1c(Cl)cccc1NC(=S)NCc1cccn1C	-0.5	-8.9	-1.6	-4.5	-3.3	0.0	-1.0	4.3	-0.6	17.8
O=C(c1cc(F)ccc1F)C1CCCN(C(=O)c2ccco2)C1 (stereo not given)	3.0	-0.8	3.2	28.4	-3.5	3.4	2.7	1.5	-2.8	7.5
Cc1nn(Cc2ccc([N+](=O)[O-])cc2)c(=O)n1-c1c(F)cccc1F	/	5.5	0.0	1.8	-2.5	-4.8	-3.4	6.5	0.3	5.6
Nc1cc(N)nc(SCC(=O)Nc2ccccc2)n1	4.3	0.8	3.1	-0.1	-2.2	3.7	-41.2	3.9	3.7	10.6
O=C(NCC1CCCN(Cc2ccccc2F)C1)c1cccc(C(F)(F)F)c1 (stereo not given)	/	5.2	1.6	0.4	-0.3	-12.1	1.3	9.8	-3.3	-1.1
CCN(CC)CCCOC(=O)C1(c2ccccc2)CCCC1	/	-11.8	2.1	-1.7	-1.0	1.8	-3.2	2.5	1.0	11.7
COc1ccc(-c2csc(NC(=O)c3cccc(N4C(=O)CCC4=O)c3)n2)cc1OC	-0.7	3.2	0.8	/	-0.3	-6.8	/	2.0	0.3	-2.6
Cc1nc2c(oc3ccc(Cl)cc32)c(=O)[nH]1	0.5	12.5	2.8	17.5	-2.2	12.9	-3.2	9.8	1.0	-1.4
Cc1ccc(NC(=O)CCS(=O)(=O)c2ccc(Br)cc2)nc1	0.6	5.9	-1.9	1.5	-1.2	-5.5	-5.1	0.8	-1.6	-11.4
C=CCNc1nnc(SC2CC(=O)N(c3ccc(OC)cc3)C2=O)s1 (stereo not given)	-0.1	4.6	-0.3	-22.7	1.0	-0.8	-3.7	-0.7	1.5	-0.2
O=C(Nc1ccc(S(=O)(=O)NC2=NCCCCC2)cc1)c1cccs1	0.7	1.3	-0.6	/	-0.7	-2.3	-1.1	6.7	0.5	4.8
O=c1ccn(Cc2ccccc2)cc1	-0.6	3.5	-1.7	22.5	0.5	1.0	5.1	6.6	0.3	10.7
CC1(C)CC(=O)C2=C(C1)N(Cc1ccco1)C(=O)C2(O)C(F)(F)F (stereo not given)	/	11.9	1.3	0.0	0.4	2.3	-1.1	-2.7	-2.3	-1.0
COC(=O)CC/C(C)=N\Nc1ccc([N+](=O)[O-])cc1[N+](=O)[O-]	1.6	13.1	-0.9	2.6	-2.3	7.0	-0.5	1.4	-1.9	-4.5

A draw from above in order of heavy-atom count, rising.
SMILES	Mtb BioA inh	GDH-TPI inh	Mtb FBA inh	DUSP3 inh	FadD28 FP inh	Rv3671c inh	BoNT F protease	MazEF act	Mtb UGM inh	CCHFV vOTU inh
O=c1ccn(Cc2ccccc2)cc1	-0.6	3.5	-1.7	22.5	0.5	1.0	5.1	6.6	0.3	10.7
Cc1nc2c(oc3ccc(Cl)cc32)c(=O)[nH]1	0.5	12.5	2.8	17.5	-2.2	12.9	-3.2	9.8	1.0	-1.4
O=C(Cn1ncc2c(=O)oc3ccccc3c21)NCc1cccnc1	/	-0.9	1.0	-8.7	-4.0	5.9	-2.9	0.1	-1.2	-6.0
Cc1ccc(S(=O)(=O)N(C)C)cc1NC(=O)CCNC(=O)c1ccccc1Cl	0.1	0.8	3.6	-6.1	-1.6	3.3	0.5	-1.0	1.2	-4.8
COc1ccc(-c2csc(NC(=O)c3cccc(N4C(=O)CCC4=O)c3)n2)cc1OC	-0.7	3.2	0.8	/	-0.3	-6.8	/	2.0	0.3	-2.6

New compounds follow.
SMILES	Mtb BioA inh	GDH-TPI inh	Mtb FBA inh	DUSP3 inh	FadD28 FP inh	Rv3671c inh	BoNT F protease	MazEF act	Mtb UGM inh	CCHFV vOTU inh
CCC(C)NC(=O)CC(NS(=O)(=O)c1ccc(C)cc1)c1ccc(OC)cc1 (stereo not given)	/	-5.4	-1.5	-14.3	-3.1	1.1	0.0	0.0	0.9	12.0
CCOC(=O)C1Oc2ccccc2C(c2ccc(F)cc2)=C1C(=O)OC (stereo not given)	0.2	8.2	0.6	/	0.6	/	-9.7	0.0	/	4.6
CSCCC(NC(=O)COc1ccccc1)C(=O)OC(C)C(=O)Nc1ccccc1C (stereo not given)	-1.0	4.5	2.7	/	1.0	8.1	-15.2	-2.6	-1.5	-4.6
O=c1nc2n(CCO)c3ccccc3cc-2c(=O)[nH]1	/	16.1	96.0*	/	-2.8	/	1.9	5.5	/	-61.6
CCOc1ccc(S(=O)(=O)NCC2CCCO2)cc1 (stereo not given)	-1.1	-0.4	-1.5	28.3	1.0	-8.6	-5.3	3.0	-0.1	-12.2
Cc1ccc(-c2nc3ncccc3o2)cc1NC(=O)Cc1ccc(Cl)cc1	-1.4	-1.0	-2.8	4.2	-1.0	0.2	14.4	0.1	1.4	12.9
CC(C(=O)c1ccccc1)n1cnc2ccccc2c1=O (stereo not given)	2.4	0.6	3.6	5.4	-1.1	-12.2	7.7	3.6	-3.2	-33.3
CNC(=O)c1oc(-c2ccc(Cl)cc2)nc1C	/	-5.8	1.0	36.1	-0.7	6.3	-1.8	8.5	-1.2	-7.2
C[C@@H]1OC(C2CCCCC2)N(C)[C@H]2C[C@H]3c4[nH]c5ccccc5c4CCN3C[C@@H]12 (stereo not given in full)	-5.7	/	4.5	/	-4.3	/	-7.1	/	/	0.0
CCCCOc1cccc(C(=O)O)c1	-1.5	1.0	2.7	-4.0	-4.1	1.8	-2.6	1.6	-2.3	3.7
CC(=NNc1nc2ccccc2o1)c1cc2ccccc2cn1	/	26.7	-2.7	/	-2.2	/	74.3*	3.2	/	6.5
CCOC1(NC(=O)c2ccccc2)C(C)=CC(=O)C=C1C	-0.4	-6.2	1.3	3.8	-2.8	-2.4	3.9	5.9	-1.8	-24.2
COc1ccc(/C=C/C(=O)c2c(O)c(OC)c3occc3c2OC)cc1	/	13.7	-1.6	20.9	3.8	/	-2.6	5.7	/	-0.1
Cc1nn(C(=O)CNC(=O)c2ccccc2)c(C)c1C	/	-2.5	3.4	22.3	-2.2	6.9	-2.8	4.0	1.1	-6.4
COc1cccc(NC(=O)CSc2nnc(-c3cc(-c4ccccn4)nc4ccccc34)o2)c1	-1.7	6.0	0.4	2.4	-2.1	-8.5	-9.4	11.2	0.9	3.7
CCNS(=O)(=O)c1cc(S(C)(=O)=O)ccc1Cl	/	2.5	2.3	-3.8	0.7	2.0	-2.0	-3.5	0.5	5.3
Cc1cc(C)cc(C(=O)NCC(=O)N2CCN(C(c3ccccc3)c3ccccc3)CC2)c1	-2.6	-10.6	-6.1	-19.2	-6.0	-2.0	3.3	6.8	1.8	11.4
CCC(=O)Nc1nc(CC(=O)Nc2ccccc2)cs1	2.4	-6.8	2.9	6.7	-2.1	0.2	2.1	1.2	-0.5	-9.3
CCN1C[C@@H]2[C@@H]3C(=O)N(Cc4ccccc4)C(=O)[C@@H]3[C@](Cc3ccccc3)(C(=O)OC)N2C1=NC1CCCCC1	1.6	10.4	-2.0	/	-1.3	/	-2.8	37.9	/	7.7
CCSc1nc(NCCN(C)C)c2c3c(sc2n1)COC(C)(CC)C3 (stereo not given)	1.5	13.1	0.6	17.0	-1.6	9.5	/	5.9	0.5	-9.8
C=CCN=C1CCCc2c1[nH]c1ccc(C)cc21	-2.3	1.9	20.0	-2.4	-4.4	1.2	-4.5	11.0	-0.8	-15.0
Cc1onc(-c2c(F)cccc2Cl)c1C(=O)OCC(=O)NC1CC1	/	11.8	-0.2	25.9	0.6	5.2	-0.1	-8.6	3.1	-9.8
Cc1cccc(NC(=O)c2cnn3ccccc23)c1C	-0.7	-2.6	0.7	33.5	-1.1	0.3	-1.3	-1.9	1.9	-8.0
COc1ccccc1/C=C1\SC(=S)N(N2C(=O)CCCC2=O)C1=O	-0.4	7.4	2.8	9.6	0.2	7.6	6.3	-14.1	-1.8	2.0
Cc1ccc(-c2cc(-c3ccccc3O)nc(N/N=C/c3cccnc3)n2)cc1	/	14.8	-1.5	13.2	-3.5	-9.4	-0.2	-11.9	0.2	-3.5
Cc1cccc(C(=O)NC2CCN(C(=O)Nc3ccc(F)cc3)CC2)c1	-0.4	10.6	-3.8	1.1	-4.5	-9.8	2.8	7.5	-0.8	-0.1
Cc1c(C(=O)N2CCC2)oc2c(F)cccc12	-1.0	6.5	-1.1	/	0.7	-1.2	-6.2	-3.7	1.0	-3.5
Cc1nccn1CCC(=O)NC1CC(C)(C)Cc2c1cnn2-c1ccccc1 (stereo not given)	/	1.3	0.3	/	-3.9	/	-0.6	6.5	/	13.7
COc1ccc(CNC(=O)[C@H](C)NC(=O)C2CC(=O)N(c3ccc(OC)cc3)C2)cc1 (stereo not given in full)	0.3	0.4	0.2	7.3	0.5	2.0	-7.5	0.2	0.1	2.6
CCc1ccc(-c2nn(Cc3ccccc3)cc2/C=C/C(=O)O)cc1	-0.9	5.1	3.4	4.5	-1.6	-3.9	10.5	0.2	2.8	0.7
CCCOc1ccc(-c2cnc(SCC(N)=O)nc2N)cc1	20.6	10.0	4.6	-11.1	-2.5	3.4	-1.8	-7.2	-0.3	4.0
CS(=O)(=O)Nc1ccc(C(=O)NC2CCCC2)cc1	-0.5	-9.7	-1.7	14.5	-4.1	-4.0	-1.0	2.9	1.6	-2.3
Clc1ccc2c(NCc3cccs3)ncnc2c1	0.3	6.0	1.3	6.0	-3.3	-2.1	-10.9	4.1	2.4	4.4
O=C1CC(c2ccccc2F)C2=C(COC2=O)N1 (stereo not given)	/	10.7	4.4	-1.4	-0.8	-1.9	-1.0	8.2	0.4	-0.8
C[C@H]1CCC[C@@]2(O[C@@H](CCO)C[C@H](O)[C@H]2O)O1	0.3	7.0	1.6	/	0.2	7.2	2.3	6.4	-0.5	-1.8
O=C(CCc1ccccc1)OCCN1CCOCC1	-0.4	2.5	0.5	3.0	-1.2	1.0	-1.9	-3.4	-2.0	0.0
COc1ccc(CN(C)Cc2c(O)ccc3ccccc23)cc1	-2.8	9.5	2.3	64.0	-1.3	-17.2	6.1	-6.3	0.4	-2.3
O=C(CNC(=O)c1ccccc1)OCc1cccc([N+](=O)[O-])c1	/	2.5	-2.5	-1.6	-0.6	4.5	-11.4	-1.5	-1.1	0.9
